TRPV1 agonist = HTS Assay for Compounds that Act as Agonists of the Vanilloid Receptor 1. activation, % at 8.33 µM. TRPV1-expressing cells, Fluo-8 calcium influx, agonist mode. Transient receptor potential cation channel subfamily V member 1 (Homo sapiens), Q8NER1. 320,000 tested, 0.19% active. AID 540275, 2011; in the data active = activation above about 80%; inconclusive = between about 30% and that limit; note: 0% is about no effect
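Fluo-8 calcium influx in TRPV1-expressing cells, kinetic read (ex 480/em 520 nm). Compound added and read 3 min for agonist activity, followed by capsaicin at EC20 final and 2 min further read for enhancement.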
USP2a block = qHTS Assay for Inhibitors of Ubiquitin-specific Protease USP2a Using CHOP2 as the Reporter; USP2 core, Ub-CHOP2 coupled fluorogenic reporter, 485/531; 330,000 tested, 0.01% active; AID 463254, 2010; Ubiquitin carboxyl-terminal hydrolase 2 (Homo sapiens), O75604; Potency, µM (doses to about 38.3 µM), for inactives: top-dose activity change, negative = inhibition, actives largely listed as inhibitors;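 note: potency is the fitted concentration of half-maximal effect; plate controls were DMSO wells for no effect and full inhibition by NEM control for full effect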
Target sequence (O75604 whole entry, looked up): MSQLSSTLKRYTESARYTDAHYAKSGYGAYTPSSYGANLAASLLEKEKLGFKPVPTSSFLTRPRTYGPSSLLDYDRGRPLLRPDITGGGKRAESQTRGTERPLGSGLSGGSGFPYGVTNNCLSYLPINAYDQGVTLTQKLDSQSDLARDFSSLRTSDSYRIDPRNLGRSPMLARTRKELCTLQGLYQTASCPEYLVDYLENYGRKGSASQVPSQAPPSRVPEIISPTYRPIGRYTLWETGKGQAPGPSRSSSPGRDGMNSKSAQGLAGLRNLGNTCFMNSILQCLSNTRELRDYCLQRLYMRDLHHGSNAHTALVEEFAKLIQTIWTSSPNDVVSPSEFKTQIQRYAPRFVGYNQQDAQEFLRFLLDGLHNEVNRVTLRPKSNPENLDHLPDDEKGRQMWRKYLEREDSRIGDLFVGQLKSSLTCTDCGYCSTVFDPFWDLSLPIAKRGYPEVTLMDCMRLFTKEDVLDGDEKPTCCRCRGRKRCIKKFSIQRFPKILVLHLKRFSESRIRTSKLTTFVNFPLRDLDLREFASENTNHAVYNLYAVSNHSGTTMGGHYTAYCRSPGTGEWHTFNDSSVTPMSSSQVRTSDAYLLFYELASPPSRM
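Deubiquitinase activity read as fluorescence (485/531 nm) after Ub-CHOP2 cleavage activates the enterokinase reporter on its substrate; USP2 core 10nM, Ub-CHOP2 and substrate 25nM each, 30min compound preincubation then 60min RT; data normalized to NEM, curves fitted.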
GALK inhibitor = qHTS Assay for Inhibitors of Human Galactokinase (GALK); P51570; Purified GALK, Kinase-Glo residual ATP luminescence; Potency, µM (top dose mostly 57.5 µM), inactives show top-dose activity change, negative = inhibition, usual class: inhibitors; 270,000 tested, 0.007% active; AID 1868, 2009; note: potency is the fitted concentration of half-maximal effect; % is set by controls: 0 for no effect and ±100 for the full control effect
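Compounds were pin-transferred into ATP buffer (35 uM final), then GALK plus galactose (5 nM, 100 uM final) was added. After 1 h at room temperature, Kinase-Glo Plus was added and luminescence read after 10 min.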
KCNH2 3.1 block = qHTS for Inhibitors of KCHN2 3.1: Mutant qHTS | 340,000 tested, 0.95% active | activity change, % (tested at about 1.8 µM) | U2OS KCNH2 3.1, thallium flux FluxOr; hits give low values;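 active = maximum activity change below -70%; inconclusive = maximum activity change from -70% to -50%; inactive = maximum activity change above -50%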;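 note: thallium influx rate constant from kinetic fluorescence after stimulation buffer; % is set by controls: 0 for no effect and ±100 for the full control effect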
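Kinetic fluorescence (2 min after stimulation buffer) measures Tl+ influx through KCNH2 3.1 expressed by viral transduction in U2OS cells; the rate constant is normalized against DMSO controls serving as positive and negative references.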
PKM2 activator = qHTS Assay for Activators of Human Muscle isoform 2 Pyruvate Kinase; Pyruvate kinase PKM (Homo sapiens), P14618; purified PKM2, Kinase-Glo ATP luminescence, activation; response scale: 0% is enzyme alone, no compound; Potency, µM (highest dose often 57.5 µM), inactives show at the highest dose activation, most hits filed as activators; 260,000 tested, 0.34% active; note: potency is the fitted concentration of half-maximal effect; % is set by controls: 0 for no effect and ±100 for the full control effect; nearly all actives have a fitted effect of over 55% in size
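Purified hPK-M2 (>95% pure) converted ADP (0.1 mM final) to ATP with 0.5 mM PEP in 50 mM imidazole pH7.2, KCl, MgCl2, Tween 20, BSA; 1 h at room temperature. ATP detected by Kinase-Glo luminescence.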
CXXC DNA block = qHTS Fluorescence Polarization Assay for Inhibitors of MLL CXXC domain - DNA interaction; Histone-lysine N-methyltransferase 2A (Homo sapiens), Q03164; MLL-CXXC / FITC-HOXA9 DNA fluorescence polarization; Potency, µM (series often up to 115 µM), without a hit: at the top dose activity change, negative = inhibition, usual class: inhibitors; 290,000 tested, 0.037% active; AID 2662, 2010; active = well fitted inhibition curve with a large enough effect in the polarisation, with a control signal flat, not every such curve was filed as active; inconclusive = small, poorly fitted or top-dose-only effect, or effect the other way, or a change in a side signal; inactive = no such curve, though single readings can be large or run the other way; the % refers to the polarisation; note: potency is the fitted concentration of half-maximal effect
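Purified MLL-CXXC (added from a 7 uM solution) was preincubated 5 min at ambient with pinned compounds in 50 mM Tris-HCl pH 7.5, 50 mM NaCl, 1 mM DTT, 0.05% BSA. Fluorescein-labeled HOX-A9 DNA (50 nM solution) followed, 30 min, then polarization read.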
FBPA coupling cs = qHTS Assay for Inhibitors of Fructose-1,6-bisphosphate Aldolase from Giardia Lamblia: Coupling assay counterscreen; coupling enzyme system counterscreen, AmpLite Red fluorescence; activity change, negative = inhibition, % at 58.2 µM, hits read low; 290,000 tested, 0.67% active; AID 2472, 2010; in the data active = activity change below about -30%; note: % is set by controls: 0 for no effect and ±100 for the full control effect
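Counterscreen lacking aldolase: glyceraldehyde-3-phosphate coupling-enzyme reagent preincubated 10 min at RT with compound (at 57.5 uM final), then substrate/coupling system with AmpLite Red added; fluorescence read at 525/598 nm after 20 min RT.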
B2AR arrestin = qHTS assay of beta-arrestin-biased ligands of beta2-adrenergic receptor. beta-arrestin recruitment to beta2AR, cell-based reporter. Beta-2 adrenergic receptor (Homo sapiens), P07550. Potency, µM (top dose mostly 46.1 µM), for inactives: top-dose activation, most hits filed as activators. 330,000 tested, 0.02% active. AID 492947, 2010;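 note: potency is the fitted concentration of half-maximal effect; 0% = DMSO controls and full agonism = EC100 isoproterenol or metaproterenol; nearly all actives have a fitted effect of over 65% in size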
Target sequence (P07550 whole entry, looked up): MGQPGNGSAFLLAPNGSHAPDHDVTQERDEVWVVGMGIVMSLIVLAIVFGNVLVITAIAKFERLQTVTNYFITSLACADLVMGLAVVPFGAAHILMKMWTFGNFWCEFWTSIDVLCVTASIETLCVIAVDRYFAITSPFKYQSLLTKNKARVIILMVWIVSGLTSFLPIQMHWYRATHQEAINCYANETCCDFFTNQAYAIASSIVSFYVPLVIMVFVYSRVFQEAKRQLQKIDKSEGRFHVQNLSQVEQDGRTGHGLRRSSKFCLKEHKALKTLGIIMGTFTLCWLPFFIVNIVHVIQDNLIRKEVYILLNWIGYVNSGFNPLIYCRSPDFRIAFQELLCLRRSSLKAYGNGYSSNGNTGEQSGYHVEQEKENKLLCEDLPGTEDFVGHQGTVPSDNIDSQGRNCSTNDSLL
KCNH2 WT inh = qHTS for Inhibitors of KCHN2 3.1: Wildtype qHTS; AID 720551, 2013; 340,000 tested, 0.37% active; U2OS, BacMam KCNH2, thallium flux FluxOr; hits give low values; activity change, % at 1.84 µM; Voltage-gated inwardly rectifying potassium channel KCNH2 (Homo sapiens), Q12809;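 active = maximum activity change below -70%; inconclusive = maximum activity change between -70% and -50%; inactive = maximum activity change above -50%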; note: % is set by controls: 0 for no effect and ±100 for the full control effect
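U2OS cells transduced with wild-type KCNH2 virus are loaded with FluxOr dye for 45 min, and thallium flux is measured in kinetic reads before and after stimulation buffer. Rate constants are normalized to DMSO controls.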
Giardia kill = Small Molecules that selectively kill Giardia lamblia: qHTS; Giardia lamblia trophozoite viability; activity change, % at 7.66 µM, hits read low; 340,000 tested, 0.15% active; in the data active = activity change below about -80%; inconclusive = between about -30% and that limit;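 note: parasites exposed to compound for two days anaerobically before the ATP read; % is set by controls: 0 for no effect and ±100 for the full control effect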
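Luminescent ATP signal served as the viability read-out, measured 15-30 min after adding ATP detection reagent to trophozoites that had been incubated with compounds for 48 hrs at 37 deg C anaerobically at 100 cells/well.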
Menin-MLL TR inh = qHTS Assay for Inhibitors Targeting the Menin-MLL Interaction in MLL Related Leukemias: Competition With Texas Red Labeled MLL-derived Mutant Peptide; AID 1768, 2009; Menin + Texas Red MLL mutant peptide, fluorescence polarization; Potency, µM (doses to about 61.6 µM), for inactives: at the top dose FP activity change, negative = inhibition, actives largely listed as inhibitors; 270,000 tested, 0.23% active; active = well fitted inhibition curve with a large enough effect in the polarisation, with a control signal flat, not every such curve was filed as active; inconclusive = small, poorly fitted or top-dose-only effect, or effect the other way, or a change in a side signal; inactive = no such curve, though single readings can be large or run the other way; the % refers to the polarisation; note: potency is the fitted concentration of half-maximal effect; % of control where 0% means no effect; many of its hits are not listed in these tables
The depositor's hits bear a star; i = inactive; ? = inconclusive; / = not tested or not shown; [ ] = another dose, or the depositor's remark. Unless noted, calls come from the whole dose curve; as a rule, active = well fitted curve in the direction sought with a large enough effect; inconclusive = small, poorly fitted or top-dose-only effect, or another doubt; inactive = no such curve, though single readings can be large; an effect the other way counts as inactive or inconclusive. Not all compounds are listed; rates above refer to the full screens.

SMILES	TRPV1 agonist	USP2a block	GALK inhibitor	KCNH2 3.1 block	PKM2 activator	CXXC DNA block	FBPA coupling cs	B2AR arrestin	KCNH2 WT inh	Giardia kill	Menin-MLL TR inh
CN(C)S(=O)(=O)c1ccc(N2CCCC2)c(C(=O)Nc2nc(-c3ccc(F)c(F)c3)cs2)c1	-3.7	-0.1%	1.1%	-10.9	0.3%	-2.1%	-0.2	-2.0%	9.9	11.0	4.4%
O=C(Nc1nc2ccc(F)cc2s1)c1ccccn1	?	-1.0%	3.9%	-10.2	-55.6%	-13.3%	-7.1	-0.4%	11.9	-29.2	8.6%
COc1cc(OC)cc(C(=O)N[C@H](C(=O)Nc2nc(-c3cc(OC)ccc3OC)cs2)C(C)C)c1	1.1	2.7%	-7.2%	-15.4	1.7%	18.0%	-0.3	0.5%	-2.5	0.0	-25.8%
CCOC(=O)CN1C(=O)C(=O)N(Cc2c(Cl)cccc2Cl)C1=O	1.5	18.9%	3.8%	-7.8	/	5.0%	1.8	0.0%	-6.5	-8.7	-24.1%
Cc1c(O)c2ccccc2oc1=O	2.0	-0.7%	4.0%	0.5	-5.8%	-6.4%	-2.9	-0.7%	-4.7	-25.5	/
CS(=O)(=O)c1ccc2nc(NC(=O)C3CCCCC3)sc2c1	-3.0	-0.1%	2.0%	-3.4	7.3%	3.8%	2.2	0.1%	3.7	9.4	6.0%
CCSc1nnc(NC(=O)C2CCCCC2C(=O)O)s1 (stereo not given)	1.0	2.7%	1.3%	14.7	-9.3%	-7.5%	6.9	-0.4%	-1.1	6.8	5.1%
CCC(C)[C@H](NC(=O)NCc1ccc(S(N)(=O)=O)cc1)C(=O)O (stereo not given in full)	2.3	-1.8%	-2.0%	1.2	0.2%	-5.9%	-1.6	-0.4%	-4.2	-13.9	/
CC1CCC(C(C)C)C(OC(=O)Cn2nnc3c(cnn3-c3ccccc3)c2=O)C1 (stereo not given)	8.0	12.8%	0.4%	-2.4	0.2%	-0.8%	-2.9	-0.8%	-16.8	5.3	/
Cc1ccc(N/C(N)=N/c2nc(CSc3ccc(C)cc3)cc(=O)[nH]2)cc1	-4.6	-0.9%	-5.4%	3.4	-3.2%	28.1%	-4.9	-0.1%	3.4	-4.8	-9.6%
COc1ccc(Oc2cnc3ccccc3n2)cc1	19.5	0.2%	9.6%	11.6	-5.1%	7.1%	-0.4	0.3%	17.5	-10.2	-16.3%
COC(=O)COn1c(-n2nc(C)cc2C)nc2ccccc2c1=O	-1.2	0.6%	-4.1%	5.0	-8.9%	-2.2%	-1.8	-0.1%	0.5	-1.8	/
Cc1cccc(NC(=O)c2cccnc2Cl)n1	-3.0	3.6%	-1.7%	-15.4	7.6%	6.6%	-0.3	-0.1%	0.6	-15.9	2.7%
O=C1[C@H]2[C@H](ON3CCCC[C@H]23)C(=O)N1c1ccc(Cl)cc1	-2.2	-0.2%	0.1%	-5.4	1.6%	3.0%	3.4	0.1%	7.0	-16.3	7.2%
O=C(Cc1cccs1)Nc1cc(S(=O)(=O)N2CCCCC2)ccc1Cl	15.7	-0.2%	/	-7.2	/	/	/	-0.9%	-5.9	10.1	/
O=C(CC1NC2CCCCC2NC1=O)Nc1ccc2c(c1)OCO2 (stereo not given)	0.0	1.6%	-3.3%	-1.6	-14.5%	-4.8%	0.1	0.0%	4.1	-2.1	-3.2%
COc1ccc(-c2c3c([nH]c(=S)c2C#N)CCC3)cc1	3.6	0.1%	-0.3%	-5.9	3.9%	-5.6%	-11.5	-0.2%	-28.7	2.9	?
CCC(=O)NC(=S)Nc1ccccc1C(=O)OC	2.1	1.4%	0.9%	10.2	-0.5%	11.1%	0.7	-0.8%	-7.5	?	2.7%
CCOC(=O)C1(CCSC)NC(c2ccco2)C2C(=O)N(CC)C(=O)C21 (stereo not given)	-0.9	1.7%	-0.2%	-0.8	-1.1%	-4.5%	0.7	0.1%	2.7	-21.9	-15.6%
c1ccc2c(-c3nnc4n3CCCCC4)c[nH]c2c1	1.6	-2.4%	2.9%	8.7	-16.1%	1.0%	0.9	-0.8%	8.7	-1.6	3.1%
CC(C)N1C(=S)SC2CS(=O)(=O)C=C21 (stereo not given)	-2.4	0.5%	0.0%	21.2	-1.1%	8.2%	-0.5	-0.4%	-7.2	-4.2	15.0%
c1ccc(C(c2nnnn2C2CCCC2)N2CCCCCC2)nc1 (stereo not given)	/	0.8%	1.7%	-0.4	12.2%	-2.9%	-1.0	0.1%	-14.2	-14.9	-7.5%[11.7 µM]
CCOC(=O)C1C(c2cc(OC)c(O)c(OC)c2)NC(=S)NC1(O)C(F)(F)F (stereo not given)	-3.6	-1.2%	2.1%	-12.6	2.2%	-5.1%	-2.8	-0.9%	1.2	10.5	-0.5%
CCOc1ccc(NC(=O)COC(=O)c2cccnc2)cc1	-2.0	1.0%	1.0%	-4.0	1.7%	4.9%	0.1	-0.1%	-3.4	1.4	?
CCOC(=O)Cc1cc(=O)[nH]c(=O)[nH]1	-2.3	-0.2%	-2.1%	12.1	0.4%	2.5%	0.9	-0.1%	i	14.9	15.0%
Next section:
SMILES	TRPV1 agonist	USP2a block	GALK inhibitor	KCNH2 3.1 block	PKM2 activator	CXXC DNA block	FBPA coupling cs	B2AR arrestin	KCNH2 WT inh	Giardia kill	Menin-MLL TR inh
O=C(Nc1ccncc1)Nc1cccc(C(F)(F)F)c1	?	2.0%	1.0%	22.5	2.1%	7.0%	0.6	0.4%	12.5	-2.0	28.5%
Cc1nc(NC(=O)c2ccc(-c3cc4ccccc4oc3=O)cc2)ccc1Br	2.5	1.3%	0.5%	13.1	-7.2%	2.1%	-2.5	-1.1%	14.9	-6.2	-7.8%
CNC(=O)C12N=CNN=C1N(C)C(=O)N2C (stereo not given)	-4.5	-1.0%	-1.7%	2.0	-1.1%	6.2%	2.5	-0.4%	3.9	-21.4	0.2%
CCOC(=O)c1[nH]ncc1CN1CCCC(C(=O)c2ccc(OC)c(OC)c2)C1 (stereo not given)	3.3	-2.5%	-0.5%	-1.9	-0.1%	-9.2%	-1.7	-1.1%	15.4	43.5[activator]	-2.7%
CCOc1ccccc1-c1nc(-c2ccc(C)nc2OC)no1	4.7	0.5%	-0.7%	4.3	0.7%	-4.1%	-4.0	-1.0%	0.6	-3.7	7.5%
Cc1nnc(N/N=C/c2cc(C)n(-c3ccc(F)cc3)c2C)n1N	-0.4	-1.7%	/	4.5	1.9%	14.9%	-42.2*	-0.1%	-2.0	3.0	-14.3%
CCN1CCN(C(CNS(=O)(=O)c2cccs2)c2cccnc2)CC1 (stereo not given)	-0.1	3.1%	4.1%	-461.8*	-2.2%	-6.6%	0.8	-0.6%	16.0	-17.4	/
Cc1ccc(OCc2cc(C(=O)N3CCc4[nH]cnc4C3c3ccccn3)no2)cc1C (stereo not given)	0.9	3.2%	-3.3%	6.3	/	24.3%	/	-0.3%	7.4	23.3	/
COc1ccc(N=C/C=C2/C=C(c3ccccc3)OC(C)(C)O2)cc1	1.1	0.6%	-0.9%	/	-2.3%	1.7%	-5.3	0.0%	-6.4	-4.8	-12.6%
CCN(C(=O)c1cc2c(=O)[nH]c3ccc(C)cc3c2s1)c1ccccc1F	1.2	12.8%	-0.8%	11.2	4.6%	10.5%	-1.7	-0.3%	5.7	10.5	/
O=C(NCC1CCCO1)c1csc2c1CCCCC2 (stereo not given)	13.3	1.2%	-3.3%	8.4	-1.3%	3.2%	1.1	-0.1%	-2.7	-3.3	14.0%
CC(C)N(CC(N)=O)c1ccc(S(=O)(=O)N2CCCC2)cn1	-0.2	3.8%	/	-3.6	/	/	/	-1.6%	0.8	-1.4	/
COc1ccc(OCCn2cc(C=O)c3ccccc32)cc1	-0.3	2.3%	2.2%	-2.4	-1.5%	-6.2%	0.4	-0.4%	-1.5	-7.6	9.9%
